Screening data from PubChem BioAssay.
aSyn rescue – inhibitors of alpha-synuclein toxicity in yeast; Yeast expressing alpha-synuclein, growth rescue, BacTiter-Glo, 24 h; Potency, µM (titrated, usually from 46.1 µM), inactives show at the highest dose growth rescue (activation), usual class: activators; hit rate 0.14% among 370,000; also: potency is read from the fitted curve at half-maximal effect; % of control where 0% means no effect; nearly all actives have a fitted effect of over 65% in size
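Readout is rescue of growth in alpha-synuclein-expressing yeast, so inhibitors of toxicity appear as activators. Growth after 24 hr at 30 deg C in galactose medium is quantified by luminescence.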
pAkt inh – blocks phosphorylation of Akt; activity change, % for hits at 50 µM; hit rate 0.32% among 360,000; AID 651550; Neuro2A IGF-stimulated pAkt S473 HTRF, 20 min; hits give low values; in the data active = activity change below about -80%; inconclusive = mostly about -51% to -80%; also: % is scaled to controls: 0 for no effect and ±100 for the full control effect
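Single-point screen (50 µM final compound) in Neuro2A cells stimulated 20 min with 6 nM IGF at 37 deg C. After lysis, Ser473-phosphorylated Akt read by HTRF (ex 330 nm, em 615/665 nm) as the 665/615 ratio.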
PTHR1 agonist – activates the human parathyroid hormone receptor PTHR1. Q03431. HEK293 GP2 PTHR1 cells, GloSensor cAMP luminescence, 1 h. AID 743266. hit rate 0.075% among 410,000. Potency, µM (doses to about 115 µM), for the others: at the highest dose activation, usual class: activators; also: potency is read from the fitted curve at half-maximal effect; nearly all actives have a fitted effect of over 55% in size; some results filed as inactive show a strong effect at the top dose; inactives centre near -15; many of its hits are not listed in these tables
Target sequence (Q03431 whole entry, looked up): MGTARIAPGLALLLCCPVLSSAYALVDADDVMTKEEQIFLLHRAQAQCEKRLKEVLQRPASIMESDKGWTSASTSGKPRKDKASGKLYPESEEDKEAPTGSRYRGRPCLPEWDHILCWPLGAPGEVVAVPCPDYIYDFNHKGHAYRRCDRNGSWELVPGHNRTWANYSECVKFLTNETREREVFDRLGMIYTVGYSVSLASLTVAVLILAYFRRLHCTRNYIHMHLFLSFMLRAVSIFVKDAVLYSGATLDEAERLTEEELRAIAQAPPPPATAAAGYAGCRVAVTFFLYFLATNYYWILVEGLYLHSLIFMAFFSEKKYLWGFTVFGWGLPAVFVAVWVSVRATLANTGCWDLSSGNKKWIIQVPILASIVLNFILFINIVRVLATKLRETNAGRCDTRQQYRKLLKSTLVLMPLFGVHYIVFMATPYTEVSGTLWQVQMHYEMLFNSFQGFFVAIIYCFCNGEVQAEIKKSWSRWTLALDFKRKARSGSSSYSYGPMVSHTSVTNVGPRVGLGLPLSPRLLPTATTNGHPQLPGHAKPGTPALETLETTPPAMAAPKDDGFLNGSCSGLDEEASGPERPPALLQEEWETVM
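HEK-293-derived GP2 cells expressing PTHR1 and a GloSensor cAMP reporter, 3,000/well, plated overnight, given luciferin plus IBMX (each 0.5 mM as added) for 1 h at 37 °C, then compound for 1 h at 37 °C. Luminescence was read after 15 min at room temperature.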
GLP1R cytotox – cytotoxicity counter-screen for GLP-1 receptor inverse agonists; HEK293 cAMP-luciferase reporter cells, luminescence, 24 h; Potency, µM (highest dose often 38.3 µM), for inactives: at the highest dose activity change, negative = inhibition, most hits filed as inhibitors; hit rate 0.13% among 410,000;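 also: loss of luciferase light is scored as toxicity; potency is read from the fitted curve at half-maximal effect; % is scaled to controls: 0 for no effect and ±100 for the full control effect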
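A 23 nL compound transfer followed 12 hours of cell culture at 37 deg C; exposure then lasted 24 hr. Luciferase assay detection reagent was dispensed and plates read for luminescence after a 12 min room-temperature wait.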
Abeta yeast res – compounds reversing amyloid beta toxicity in yeast. hit rate 0.063% among 410,000. Potency, µM (top dose mostly 46.1 µM), without a hit: top-dose growth rescue, actives largely listed as activators. yeast expressing A-beta42, growth rescue, OD600, 48 h; response scale: 0% DMSO, 100% iron-clioquinol control; also: potency is read from the fitted curve at half-maximal effect; nearly all actives have a fitted effect of over 55% in size
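Yeast A-beta toxicity model in growth medium with pinned compounds, 48 h at 30 C; growth read as absorbance at 600 nm. Normalized to FeCl3/clioquinol equimolar mix (positive) and DMSO (negative).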
FUS suppressor – FUS proteinopathy suppression in yeast | S. cerevisiae FUS-expressing, growth rescue, OD600, 24 h | AID 1347120 | Potency, µM (titrated, usually from 76.6 µM), inactives show at the top dose growth rescue (activation), hits mostly activators | hit rate 0.24% among 390,000;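 also: potency is read from the fitted curve at half-maximal effect; plate controls were DMSO vehicle for no effect and reference control for full effect; nearly all actives have a fitted effect of over 55% in size; some results filed as inactive show a strong effect at the top dose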
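S. cerevisiae expressing FUS from galactose induction served as the toxicity model. Growth after 24hr at 30C, read as absorbance at 600 nm, indicates suppression of toxicity; compounds dosed at several concentrations.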
Mm-Cpn inhibitor – blocks the Methanococcus maripaludis chaperonin Mm-Cpn; purified Mm-Cpn ATPase, ADP Transcreener TR-FRET; Potency, µM (highest dose often 76.9 µM), for inactives: at the highest dose activity, negative = inhibition, usual class: inhibitors; hit rate 0.031% among 330,000; also: potency is read from the fitted curve at half-maximal effect; % is scaled to controls: 0 for no effect and ±100 for the full control effect; nearly all actives have a fitted effect of over 80% in size
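Eu-cryptate anti-ADP/ADP-d2 competition gives a ratio inversely related to ADP. Enzyme at 25 nM was pre-exposed to compound for 10 min, then given 10 uM ATP for 30 min, 37°C throughout.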
GLP-1R inv ag – inverse agonists of human GLP-1 receptor; AID 624417; Potency, µM (doses to about 38.3 µM), without a hit: at the highest dose activity change, negative = inhibition, usual class: inhibitors; hit rate 1.6% among 410,000; HEK293 GLP-1R CRE-luciferase, luminescence, 24 h; GLP-1R form is constitutively active; also: potency is read from the fitted curve at half-maximal effect; % is scaled to controls: 0 for no effect and ±100 for the full control effect; nearly all actives have a fitted effect of over 55% in size
Target sequence (P43220 whole entry, looked up): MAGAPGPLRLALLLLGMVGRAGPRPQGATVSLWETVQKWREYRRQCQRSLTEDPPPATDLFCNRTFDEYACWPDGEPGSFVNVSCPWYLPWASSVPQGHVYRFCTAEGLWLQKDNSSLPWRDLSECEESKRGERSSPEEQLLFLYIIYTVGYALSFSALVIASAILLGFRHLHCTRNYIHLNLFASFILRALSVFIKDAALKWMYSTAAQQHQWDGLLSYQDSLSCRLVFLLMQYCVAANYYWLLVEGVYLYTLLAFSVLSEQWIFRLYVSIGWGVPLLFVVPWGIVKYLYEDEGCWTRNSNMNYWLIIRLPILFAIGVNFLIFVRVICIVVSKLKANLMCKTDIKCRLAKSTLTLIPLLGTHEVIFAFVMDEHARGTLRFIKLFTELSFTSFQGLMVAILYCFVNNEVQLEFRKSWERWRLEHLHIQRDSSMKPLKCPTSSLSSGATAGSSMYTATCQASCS
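Using stably transfected HEK293 (constitutively active GLP-1R, cAMP-luciferase reporter), compounds were incubated 24 hr and luciferase measured by luminescence.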
TDP43 rescue – inhibitors of TDP-43 toxicity in yeast; TDP-43 expressing yeast growth rescue, BacTiter-Glo, 24 h; Potency, µM (highest dose often 46.1 µM), for inactives: at the top dose growth rescue (activation), hits mostly activators; hit rate 1.8% among 410,000; AID 652104; also: potency is read from the fitted curve at half-maximal effect; % of control where 0% means no effect; nearly all actives have a fitted effect of over 50% in size
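Galactose-induced TDP-43 yeast, OD600=0.02, compound pinned; 24 hr, 30 deg C; BacTiter-Glo luminescence for growth. Inhibitors of TDP-43 toxicity read as activators.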
* hit, by the source's call; i = inactive; ? = inconclusive; . = no result given; & = joins results of further samples; [ ] = dose if it differs, or a comment. Unless noted, calls follow the shape of the dose curve; as a rule, active = well fitted curve in the direction sought with a large enough effect; inconclusive = small, poorly fitted or top-dose-only effect, or another doubt; inactive = no such curve, though single readings can be large; an effect the other way counts as inactive or inconclusive. This is a subset; count on the stated rates, not on these rows.

smiles	aSyn rescue	pAkt inh	PTHR1 agonist	GLP1R cytotox	Abeta yeast res	FUS suppressor	Mm-Cpn inhibitor	GLP-1R inv ag	TDP43 rescue
CC(OC(=O)C1=COCCO1)C(=O)NC1(C#N)CCCCC1 (configuration not stated)	1%	i	i	-4%	0%	-4%	2%	0%	-10%
CCOC(=O)[C@]12CCCC=C1N(Cc1ccc(Cl)cc1Cl)C(=O)[C@H](CC(=O)NCc1ccccc1)C2	11%	i	-14%	-15%	1%	34%	.	?	11%
Cc1ccccc1C(=O)NNC(=O)/C=C/c1ccccc1	0%	i	i	-3%	-6%	19%	-1%	14%	-10%[0.397 µM]
CCN(c1cccc(C)c1)S(=O)(=O)c1csc(C(N)=O)c1	4%	i	-2%	-1%	-10%	-24%	0%	16%	-9%
CC(=O)c1ccc(OCC(=O)NCc2ccc(F)cc2)cc1	0%	i	-10%	-4%	-17%	-33%	-2%	4%	27%
COc1ccc(CCNC(=O)c2ccc(NC(=O)CC3SC(N4CCCCC4)=NC3=O)cc2)cc1OC (configuration not stated)	5%	i	-53%[inhibitor]	-9%	9%	?	.	55%[activator]	12%
O=C(NCCC1=CCCCC1)C1CCC(CNc2c(N3CCCCC3)c(=O)c2=O)CC1 (configuration not stated)	1%	i	-2%	-7%	-1%	11%	1%	40%[activator]	-13%
CC1(C)C(=O)Nc2ccccc2N1C(=O)COC(=O)COc1ccc(C#N)cc1	-2%	i	-3%	1%	4%	?	0%	-9%	18%
Cc1ccc(S(=O)(=O)NCCc2nnc3ccc(SCc4cccc(F)c4)nn23)cc1	.	.	-42%[inhibitor]	-11%	-8%	1%	.	-11%	7%
COc1ccc(C(=O)Nc2ccc3nc(N4CCCCC4)cc(C)c3c2)c(OC)c1	.	.	4%	1%	-21%	6%	0%	9%	15%
CC(=O)N1CCCc2cc(S(=O)(=O)N3CCC(C(=O)NC4CCC(C)CC4)CC3)ccc21 (configuration not stated)	.	.	-65%[inhibitor]	-13%	?	34%	.	16%	12%
CCN(CC)CCOC(=O)c1cccc(Br)c1	1%	i	-9%[57.5 µM]	-4%	4%	1%	1%	-1%	-18%
CCN(CC)c1nc(Nc2ccccc2)nc(Oc2ccc(=O)[nH]n2)n1	-8%	i	-14%	-28%	-3%	30%	2%	8%	-15%
Cc1ccc(SCC(=O)Nc2ccc(F)cc2[N+](=O)[O-])cc1C	7%	i	-60%[inhibitor]	7%	13%	30%	1%	?	-1%
Cn1c(=O)c2c(nc(Oc3ccc(C#N)cc3)n2Cc2ccc(Cl)cc2Cl)n(C)c1=O	.	.	?	6%	-7%	-20%	.	12%	9%
Cc1ccc(-n2ncc(C(=O)NCCCN3CCN(C)CC3)c2C2CCN(C(=O)OC(C)(C)C)CC2)cc1	.	.	i	-1%	1%	24%	.	7%	3%
COc1ccccc1Nc1cc(C)nc2c(C)ccc([N+](=O)[O-])c12	-4%	i	-7%	-8%	10%	.	2%	11%	8%
O=c1c2c3c(sc2nc2n1CCCCC2)CCC3	-11%	i	-10%[57.5 µM]	-3%	-30%[inhibitor]	8%	0%	?	?
CCCNC(=O)c1cc(C2CCCCN2C(=O)c2cc(F)ccc2C)on1 (configuration not stated)	4%	i	-1%	-4%	0%	-13%	.	21%	14%
Cc1nc2nc(C)c(CCC(=O)N3CCN(c4ccccc4)CC3)c(C)n2n1	-8%	i	i	24%	0%	20%	-1%	5%	12%
CN(C)c1nc(OCCNC(=O)COc2ccc(Cl)cc2Cl)nc(N(C)C)n1	0%	i	i	-8%	12%	26%	1%	0%	14µM*
O=C1C=C(c2ccnc3cc(Cl)ccc23)C[C@@H](c2ccc3c(c2)OCO3)C1	3%	i	-45%[inhibitor]	-25%	1%	?	-21%	-2%	22µM*
Cc1cccc(C)c1OCC(=O)NCC1CCCO1 (configuration not stated)	2%	i	i	5%	-7%	-7%	-1%	2%	5%[9.22 µM]
CCNC1=C(Cl)C(=O)c2ccccc2C1=O	3%	i	-28%[57.5 µM]	?	-66%[inhibitor]	-1%	-4%[15.4 µM]	?	13µM*
CCN(CC(=O)Nc1ccc(NC(C)=O)cc1)C(=O)c1cc(S(=O)(=O)N2CCCCCC2)ccc1OC	-5%	i	i	-15%	-13%	13%	-1%	5%	-13%
CC(C)(C)OC(=O)N1CCC(c2c(C(=O)NCCN3CCOCC3)cnn2-c2cccc(F)c2)CC1	.	.	i	24%	-13%	14%	.	-2%	-7%
COC(=O)c1[nH]c2c(c1C)C(=O)CC(c1ccc(OC)c(OC)c1)C2 (configuration not stated)	?	i	-29%	4%	-3%	-13%	0%	1%	9%
COc1ccc2c(c1)N1CCN=C1N2C	5%	i	i	-8%	16%	-15%	-1%	-12%	5%
CC(CN1CCOCC1)OC(=O)c1cccc(Br)c1 (configuration not stated)	2%	i	i	3%	-4%	-14%	-1%	15%	12%
CCOC(=O)c1c(NC(=O)COC(=O)c2ccccc2NC)sc(C(=O)N(C)C)c1C	6%	i	-36%[inhibitor]	-13%	13%	-3%	2%	?	6%
Cc1ccc(OCc2cc(C(=O)N(C)CC3CCOCC3)no2)cc1C	2%	i	-18%	4%	5%	15%	-4%	?	18%
Cc1ccc(C)c(N2CCN(CCCNC(=O)Cn3cccc3C(=O)c3ccccc3)CC2)c1	-12%	i	-32%[inhibitor]	3%	7%	17%	-16%	5µM*	6%
O=C(Cc1ccccc1)Nc1ccc(C(=O)Nc2ccc(O)cc2)cc1	0%	i	-20%	7%	3%	10%	-4%	?	2%
CCN(CC)C(=O)CCCOc1ccc(Cl)cc1Cl	16%	i	-34%	-19%	4%	20%	1%	-28%	13µM*
O=S(=O)(NCCS(=O)(=O)N1CCN(c2ccccc2)CC1)c1ccc(Br)cc1	.	.	i	-1%	-10%	18%	.	2%	11%
COc1cccc(CN2CCC2(C)C(=O)Nc2ccc3c(c2)CCN3C(C)=O)c1F (configuration not stated)	-1%	i	-14%	-11%	-11%	-14%	.	?	20%
CCc1cccc(C)c1NC(=O)COC(=O)C(NS(=O)(=O)c1ccc(Cl)cc1)C(C)O (configuration not stated)	-1%	i	-18%	11%	7%	5%	1%	6%	2%
COc1cc(C(=O)Nc2ccccc2OCc2cc(=O)n3c(C)csc3n2)cc(OC)c1OC	.	.	-4%	-15%	1%	-29%	.	6%	20%
O=C(CN1CCCCC1CO)c1ccc(OC(F)F)cc1 (configuration not stated)	5%	i	-20%	26%	27%	-30%	-6%	-13%	0%
O=C(O)c1ccc2c(c1)SC1=NS(=O)(=O)CCN12	0%	i	-16%	-4%	-1%	-30%	-2%	-5%	-5%
COc1cccc(CNC(=O)CCn2c(=O)c3cccn3c3cccnc32)c1	-4%	i	i	-4%&1%	5%&-11%	24%&16%	2%	9%&3%	-5%&10%
COc1ccc(N(C)C(=O)c2cn(C3CCCCC3)c(=O)c3c2c2ccccc2n3C)cc1	.	.	-2%	-9%	-11%	36%	.	?	14%
CCn1c(SCC(=O)Nc2oc(-c3ccccc3)c(-c3ccccc3)c2C#N)nnc1-c1ccncc1	4%	i	-73%[inhibitor][57.5 µM]	11%	6%	?	1%	1%	6%
CCc1ccc(NC(=O)C2CCN(S(=O)(=O)c3c(C)noc3/C=C\c3ccc(OC)cc3)CC2)cc1	.	.	-24%	0%	1%	31%	.	?	15%
O=C(CN1CCN(c2ccc(F)cc2)CC1)Nc1ccc(-n2cnnn2)cc1	1%	i	i	14%	-8%	-10%	2%	1%	-16%
Cc1ccc(C2C=C(c3ccccc3OC(F)F)Nc3ncnn32)cc1 (configuration not stated)	12%	i	-34%	.	-3%	.	-2%	103%[activator]	13µM*
Cc1ccc(OCC(=O)Nc2c(C(=O)c3ccccc3)oc3ccccc23)cc1C	.	.	i	2%	-8%	-6%	.	-2%	?
O=C(NCc1cccnc1)NC(C(F)(F)F)C(F)(F)F	-5%	i	-5%[57.5 µM]	-5%	20%	-21%	0%	3%	1%
COC(=O)c1ccc(CSC(=N)N)o1	-2%	i	i	?	-11%	7%	-2%	?	3%[9.22 µM]
S=C(Cc1cccnc1)N1CCOCC1	-30%[inhibitor]	i	-1%	23%	-4%	.	-7%	25%	-15%
COc1ccc(CCC(=O)O)c(O)c1	-4%	i	-8%	-14%	6%	-22%	0%	18%	9%
O=C(CC[C@H]1O[C@@H](n2ccc(=O)[nH]c2=O)[C@H](O)[C@@H]1O)N[C@@H](Cc1ccccc1)C(=O)NCC1CCCCC1	-4%	i	-21%	0%	-9%	-16%	.	12%	0%
O=C(C1CCC(CNS(=O)(=O)c2cccc3nsnc23)CC1)N1CCN(c2ccccn2)CC1 (configuration not stated)	8%	i	-35%[inhibitor]	-19%	-11%	12%	1%	?	11%

Two entries from above, with two lines to a compound:
Below each compound – aSyn rescue | pAkt inh | PTHR1 agonist | GLP1R cytotox | Abeta yeast res | FUS suppressor | Mm-Cpn inhibitor | GLP-1R inv ag | TDP43 rescue
- COc1ccc(CCC(=O)O)c(O)c1
→ -4% | i | -8% | -14% | 6% | -22% | 0% | 18% | 9%
- O=C(CC[C@H]1O[C@@H](n2ccc(=O)[nH]c2=O)[C@H](O)[C@@H]1O)N[C@@H](Cc1ccccc1)C(=O)NCC1CCCCC1
→ -4% | i | -21% | 0% | -9% | -16% | . | 12% | 0%
